# INS-1E GSIS act = primary screen for activators of insulin secretion dependent on glucose, INS-1E cells, GLuc reporter luminescence. INS-1E GLuc reporter insulin secretion, 2-3 h. activation, % at 16.6 µM. 0.61% of 370,000 active;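 active means lowest replicate activation of at least 40%, so every replicate reaches that level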;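 further: 0% = median of neutral control wells and 100% = median of IBMX positive control wells; some compounds called inactive have numbers as strong as hits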
# C2C12 statin = suppression of simvastatin myotoxicity. C2C12 myotubes + simvastatin, ATP luminescence, 48 h; scaled: DMSO 0, geranylgeraniol control 100. rescue of ATP level, % at 7.49 µM. 0.78% of 330,000 active. AID 602340;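 active means mean ATP rescue above about 67%, or every replicate alone reaching that limit, limit read from the data, passing the limit was not always enough; inconclusive means no clear call, values can overlap the other calls; inactive means mean under the limit and some replicate under it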;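 further: myotubes were challenged with 10 µM simvastatin during compound exposure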
# ARNT TACC3 PPI = ARNT/TACC3 interaction disruption; Q9Y6A5; 0.66% of 390,000 active; AlphaScreen His-ARNT PAS-B/GST-TACC3 binding, luminescence; TACC3 fragment carries E629A point mutation; inhibition, % at 9.99 µM;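 active means mean inhibition of replicates at least 50% and at least half of replicates each reaching 50%; inconclusive means half or more replicates reach 50% but mean below 50%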;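 further: 0% = complete ARNT plus TACC3 wells and 100% = ARNT alone without TACC3; many hits fall short of the cut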
# PGC1a acetyl inh = PGC1a acetylation modulation, inhibitor mode; AID 651687; 0.17% of 350,000 active; inhibition, % at 15.6 µM; U2OS PGC1a acetylation, AlphaScreen anti-acetyl-lysine; with virally co-expressed GCN5 acetyltransferase;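 active means every replicate shows inhibition of at least 40%; inconclusive means mean inhibition at least 40% but some replicate below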;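 further: 0% = neutral control wells and 100% = positive control wells; some results beyond the cut were filed as inactive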
# PAX8 reporter = PAX8 transcriptional activity inhibition. inhibition, % at 12.6 µM. RMG-I TPO-luciferase reporter, SteadyGlo, 24 h. 1.2% of 360,000 active. AID 652154;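 active means mean replicate inhibition at least 60% with every replicate also reaching 60%; inconclusive means only one of the two criteria is met; inactive means mean below 60% and not all replicates reaching 60%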;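 further: luciferase light reporting Pax8 driven TPO promoter activity; plate controls were median of neutral control wells for no effect and mitoxantrone controls for full effect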
# PglD inh = blocks C. jejuni PglD acetyltransferase activity | purified PglD enzyme, DTNB colorimetric CoA detection | inhibition, % at 12.5 µM | 0.098% of 360,000 active | AID 602405; in the data active means inhibition above about 16%, passing the limit was not always enough; inconclusive means no clear call, values can overlap the other calls; further: strong numbers were not always called active
# Cneo AK release = causes C. neoformans cell lysis | 0.2% of 360,000 active | AID 651654 | adenylate kinase release luminescence, 4 h; normalised: neutral wells 0, clomiphene wells 100 | lysis activity, % at 15 µM;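 active means mean lysis activity across replicates of at least 80%, whatever share of replicates individually reach that level; inactive means mean lysis activity below 80%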
#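 Material: C. neoformans cells; Schedule: 4 h static compound exposure, 37 °C, read 1 h post-reagent; Measured by: adenylate kinase release luminescence; Read-out: signal increase indicating cell lysis; Controls: Clomiphene as positive lysis control.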
# LGR2 antag = inhibitors of bursicon-induced Drosophila LGR2 receptor cAMP signaling; inhibition, % at 9.99 µM; HEK293 LGR2, CRE-luciferase, bursicon-stimulated, 4 h; 0.35% of 380,000 active;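 active means drop in luminescence signal, shown as inhibition above about 50% in the replicate tests, limit read from the data, passing the limit was not always enough; inconclusive means probably only some replicates passing the limit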;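 further: agonist challenge used bursicon conditioned medium at about half maximal strength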
# Starred values were filed as active, the others as inactive; ? = inconclusive; · = not tested or not shown.
Structure	PAX8 reporter	PGC1a acetyl inh	C2C12 statin	Cneo AK release	PglD inh	INS-1E GSIS act	ARNT TACC3 PPI	LGR2 antag
CCOc1ccccc1N(CC(=O)NC1CCCC1)S(=O)(=O)c1ccc(C)cc1	-18	-3	-18	-3	0	-37	25	3
Cc1nc(SCC(=O)NNC(=O)c2cccs2)[nH]c(=O)c1C	-18	9	-5	·	·	-8	2	·
COc1ccc2c(CN3CCOCC3)cc(=O)oc2c1	-16	-15	1	-2	0	20	·	-12
CCn1c(C)nc2cc(C(=O)N/N=C/c3ccc(OC)cc3)ccc21	3	2	·	·	·	-1	·	12
Cc1cc(C(=O)N/N=C\c2cc(C(C)(C)C)c(O)c(C(C)(C)C)c2)n[nH]1	1	·	4	-1	-3	-44	0	8
O=C(CSc1nnc(C2CC2)n1Cc1ccccc1)c1cc2ccccc2o1	22	1	·	2	2	·	-2	·
CC1CCCN(C(=O)CCc2ccccc2)C1 (stereo unspecified)	-29	·	·	·	·	-5	-19	6
COc1ccc(N2CCN(C(=S)Nc3ccc(C)cc3C)CC2)cc1	-10	4	·	·	·	5	20	-3
CSc1cc(C)c(OCC(=O)Nc2c(C)nn(C)c2C)c(C)c1	14	1	-28	-1	2	20	-3	5
CC(=O)N1c2ccc(Cl)cc2C2OCCC2C1c1ccco1 (stereo unspecified)	9	·	·	·	·	-4	3	-4
COc1ccc(/C=N/NC(=O)c2c(C)n(C)c3ccc(OC)cc23)c(OC)c1	-12	·	·	·	·	-3	-4	-12
Cc1cccc(C(=O)NCC(=O)OCC(=O)NCCNC(=O)COC(=O)CNC(=O)c2cccc(C)c2)c1	4	·	·	·	·	7	-16	6
c1ccc2c(c1)OCC(c1nnc3sc(-c4ccc5c(c4)OCO5)nn13)O2 (stereo unspecified)	-7	-30	14	-1	-7	-1	-12	·
Cc1csc(CN(C)C(=O)CC2C(=O)NCCN2Cc2ccc(F)cc2Cl)n1 (stereo unspecified)	8	3	9	·	·	15	2	2
Cc1cnc(NC(=O)c2cc3c(C)nn(-c4ccccc4)c3s2)s1	·	-11	-6	2	5	36	6	0
CCOC(=O)c1ccc(CN(Cc2ccccc2)S(=O)(=O)c2cccc([N+](=O)[O-])c2)cc1	-17	-15	·	-3	6	10	-17	8
Cc1cccc(NS(=O)(=O)c2cccs2)c1	·	-6	9	-1	4	11	-5	-4
C[C@@H]1CN([C@H](C)CO)C(=O)c2cccc(NS(=O)(=O)c3ccccc3)c2O[C@@H]1CN(C)CC1CCCCC1	-4	·	0	-2	2	-7	13	4
N#CCCN(C(=S)NC(=O)c1cccs1)c1ccccc1F	1	-16	2	1	-11	-9	-3	12
C[C@H](NC(=O)C[C@@H]1CC[C@@H]2[C@H](COC[C@@H](O)CN2C(=O)Nc2ccccc2)O1)c1ccccc1	11	4	-15	0	2	-2	-10	-12
CC1=C(C(=O)N2CCOCC2)CC(CC(=O)NC(c2ccccc2)c2ccccc2)C(=O)N1Cc1ccc(F)cc1 (stereo unspecified)	-7	-23	4	5	3	-20	·	-1
N#Cc1ccccc1OCC(=O)OCC(=O)N1CCN(C(=O)c2ccco2)CC1	18	·	·	·	·	18	-8	6
C[C@@H](NC(=O)Cn1ccc(N)nc1=O)c1cccc2ccccc12	0	-6	7	3	2	·	1	25
CC(=O)Oc1ccc(Oc2ccc(-c3noc(C)n3)cc2)cc1	·	-2	13	0	·	·	4	·
NS(=O)(=O)c1ccc(NC(=O)c2c(Cl)cccc2Cl)cc1	3	20	5	7	3	-5	-6	-10

# Single entries from the results shown:
# Reading for Cc1cc(C(=O)N/N=C\c2cc(C(C)(C)C)c(O)c(C(C)(C)C)c2)n[nH]1 in ARNT TACC3 PPI: 0
# Reading for C[C@H](NC(=O)C[C@@H]1CC[C@@H]2[C@H](COC[C@@H](O)CN2C(=O)Nc2ccccc2)O1)c1ccccc1 in PGC1a acetyl inh: 4

# Other records follow.
Structure	PAX8 reporter	PGC1a acetyl inh	C2C12 statin	Cneo AK release	PglD inh	INS-1E GSIS act	ARNT TACC3 PPI	LGR2 antag
O=C(CN1C(=O)NC2(CCCCC2)C1=O)N1CCN(S(=O)(=O)c2cccc(F)c2)CC1	9	·	·	-1	·	-7	-2	-8
Cc1cccc2sc(NC(=O)[C@@H]3CCCN3C(=O)c3cccs3)nc12	10	·	-2	·	·	5	-4	-4
CC1=CC(=C(C#N)c2nc3ccccc3s2)C=C(C)N1c1ccc(F)cc1F	-28	·	·	·	·	10	-4	-38
CC(C)(C)c1cc(C(=O)N/N=C/c2ccc(F)cc2)n(-c2ccccc2)n1	·	1	6	-2	0	-7	1	-1
CN1CCN(C(=O)C[C@@H]2C[C@H]3c4cc(NC(=O)C5CCOCC5)ccc4O[C@H]3[C@H](CO)O2)CC1	-6	8	1	-9	2	11	-7	-4
CC(=O)CCC(=O)OCC(=O)Nc1ccc(SC(F)F)cc1	6	-16	·	·	·	3	-1	-66
COCC(=O)N(C)C[C@H]1Oc2cc(-c3ccncc3)ccc2S(=O)(=O)N([C@@H](C)CO)C[C@H]1C	·	3	-1	-2	3	9	-3	-2
CC1CCCN(C(=O)c2ccc([N+](=O)[O-])o2)C1 (stereo unspecified)	4	·	-3	0	-6	18	14	0
O=C(Cn1cncn1)NCc1cccc2ccccc12	·	6	13	-1	0	·	-22	·
O=C(NN1CC(=O)N(c2cc(Cl)cc(Cl)c2)CC1=O)c1cccs1	13	5	·	2	6	·	1	8
C#CCOCCOCCOCCNc1nc(N2CCN(C(=O)CCCCCCCCCCNC(=O)Cn3cc(CCCCCN)nn3)CC2)nc(N2CCN(C(=O)CCCCCCCCCCNC(=O)[C@@H]([C@H](C)O)n3cc(C)nn3)CC2)n1	·	-4	-10	6	9	·	4	·
Cc1nc2[nH]c(=S)[nH]c2cc1Br	·	8	-6	2	·	·	4	·
O=C1NC(=O)/C(=C/c2cccc(O)c2)N1	7	·	-3	-4	0	34	5	0
S=C(NC1CC1)NC1CCCc2ccccc21 (stereo unspecified)	-8	·	·	·	·	-10	17	15
CNC[C@H]1Oc2cc(C#CC3CCCC3)ccc2S(=O)(=O)N([C@H](C)CO)C[C@@H]1C	1	-11	-36	3	4	2	4	3
COCCNC(=O)CSc1nc2c(n1-c1ccccc1)CCCC2	0	?	-1	-1	0	·	-4	·
CCOC(=O)C1CCc2sc(N)c(C#N)c21 (stereo unspecified)	·	·	6	·	·	1	-1	-3
O=C(NC12CC3CC(CC(C3)C1)C2)N1CCN(C(=O)c2ccco2)CC1	-47	13	-1	-1	10	-21	·	1
Oc1ccc(-c2cnc3ccccc3n2)cc1	-185	·	·	·	·	-14	3	-45
CCOC(=O)/C(C#N)=C/c1cn(CCC(=O)O)nc1-c1ccc(OC)cc1	-8	5	·	·	·	35	2	-15
CCC(C)Nc1nc2c(c(=O)[nH]c(=O)n2C)n1CCC(C)C (stereo unspecified)	·	13	-4	3	-3	·	-3	·
O=C(Cc1ccccn1)NCC[C@@H]1CC[C@@H](NS(=O)(=O)c2ccc(F)cc2)[C@H](CO)O1	25	10	7	-1	1	-10	17	8
CC(C)(C)NC(=O)c1ccc(NC(=O)c2ccccc2-c2ccccc2C(=O)O)cc1	7	4	6	4	6	-4	-4	4
CCc1ccc(NC(=O)Cn2nc(C)c([N+](=O)[O-])c2C)cc1	0	-12	-7	0	-1	-7	1	10
Nn1c(=O)c2ccccc2n2c(SCc3ccccc3)nnc12	·	-9	·	-2	5	·	-9	·

# New compounds follow
Structure	PAX8 reporter	PGC1a acetyl inh	C2C12 statin	Cneo AK release	PglD inh	INS-1E GSIS act	ARNT TACC3 PPI	LGR2 antag
CCC(=O)Nc1ccc2c(c1)OC[C@H](C)N(C(=O)CN1CCOCC1)C[C@@H](C)[C@@H](OC)CN(C)C2=O	1	·	-22	-5	-4	0	-36	0
C[C@@H]1CN([C@H](C)CO)S(=O)(=O)c2ccc(C#CC3CCCC3)cc2O[C@H]1CN(C)C(=O)Cc1ccncc1	0	-13	-19	-10	4	-3	5	7
O=C(N[C@@H]1CC[C@H](CCNS(=O)(=O)c2cccc(Cl)c2)O[C@@H]1CO)c1ccccc1	-6	4	-10	2	-3	5	-9	-1
CC(NC(=O)C1C(=O)N(CCO)C2(C)CC1c1ccccc1O2)c1ccccc1 (stereo unspecified)	12	-13	35	6	1	·	-1	·
CCN1C=C(Cc2ccccc2C)C2=C(C1)C(c1ccccc1C)C(C#N)=C(N)O2 (stereo unspecified)	·	14	-15	-1	5	-18	10	-4
CO[C@H]1CN(C)C(=O)c2cc(NC(=O)NC(C)C)ccc2OC[C@@H](C)N(C(=O)CN(C)C)C[C@@H]1C	-4	·	4	2	3	3	-3	28
O=C(CSc1ccc2nnc(-c3ccc(Cl)cc3)n2n1)N1CCCc2ccccc21	4	·	·	·	·	152	-2	?
COc1cccc(S(=O)(=O)N[C@@H]2C=C[C@H](CC(=O)NCc3ccc(F)cc3)O[C@H]2CO)c1	7	1	-11	2	3	4	-12	-16
CCSc1nnc2c(Cl)cc(Cl)cn12	·	-8	1	-1	-10	12	-1	24
CN(Cc1ccccc1)C(=O)CNC(=O)C12CC3CC(CC(C3)C1)C2	-2	0	-5	0	1	-30	2	-11
CCOC(=O)C1=NN(c2ccc(Cl)cc2)C(c2ccccc2)CC1=O (stereo unspecified)	3	-41	-13	2	-1	·	16	·
O=C(CN1C(=O)NC2(CCCCCC2)C1=O)N1CCCCC1	-15	·	39	3	-1	-4	2	-4
C[C@H](NC(=O)C1CC(=O)N(c2ccc3c(c2)OCO3)C1)C(=O)NC1CCCC1 (stereo partly specified)	-5	9	-3	3	-2	-8	-4	1
Cc1nc2c(OCC(=O)C(C)(C)C)cccn2c1N(C)Cc1cccs1	3	12	-32	0	-5	·	·	-12
CC(OC(=O)c1ccccc1C(=O)N(C)Cc1ccccc1)C(=O)NC1(C#N)CCCCC1 (stereo unspecified)	3	·	10	0	3	-23	1	7
CCOC1=C2CN(S(=O)(=O)c3ccc(C)cc3)CC[C@@H]2N(S(=O)(=O)c2ccc(C)cc2)[C@H](c2ccccc2)C1	-19	-11	25	1	-1	-8	·	4
O=C(c1ccccc1F)N1CCN(Cc2nc3sc4c(c3c(=O)[nH]2)CCCC4)CC1	18	-4	-1	1	0	-8	-8	12
COc1cc(C(=O)NC(=S)NNC(=O)[C@H]2C[C@@H]2c2ccccc2)cc(OC)c1OC	-17	-1	·	4	8	-6	-6	11
C[C@@H]1CN([C@@H](C)CO)C(=O)c2cc(NC(=O)Nc3cccc4ccccc34)ccc2O[C@H]1CN(C)S(=O)(=O)c1ccc(F)cc1	20	7	48	5	-3	-2	5	5
COc1ccc(Cl)cc1NC(=O)CCN1C(=O)C2C3C=CC(C4CC34)C2C1=O (stereo unspecified)	·	-3	3	4	2	-4	-1	1
O=C(C[C@H]1C[C@@H]2c3cc(NC(=O)CC4CC4)ccc3O[C@@H]2[C@@H](CO)O1)NCc1cc(F)ccc1F	16	-2	-3	2	0	-8	-3	-1
Cc1ccc(-n2c(=O)c3c4c(sc3n(Cc3cc(=O)n5ccccc5n3)c2=O)CCC4)cc1C	27	·	·	·	·	1	-10	-8
CC1CCCN(CCCNS(=O)(=O)c2ccc3c(c2)CCN3C(=O)C2CC2)C1 (stereo unspecified)	-8	4	-11	0	1	12	3	10
Cn1c(=O)n(C)c2cc(NS(=O)(=O)c3ccc4c(c3)CCCC4)ccc21	·	1	1	-1	8	·	3	·

# Screening data from PubChem.
